# Bioassay records deposited in PubChem BioAssay by several laboratories.
# PPC-1+TRAIL kill: PPC-1 cancer cell killing with TRAIL present | PPC-1 cells + TRAIL, ATPLite viability luminescence | cell killing (% activity), % at 4 µM | 220,000 compounds, 0.41% hits | AID 1443;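 active = cell killing above 50% in the first pass at 4 µM, then a duplicate retest at 5 µM averaging 50% or more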;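 also: plate controls were cells with TRAIL plus DMSO for no effect and medium-only wells lacking cells for full effect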
# zfTRPN1 agonist: agonists of zebrafish TRPN1 channel | 220,000 compounds, 0.18% hits | activation, % at 3 µM | HEK293 zebrafish TRPN1-YFP, Fluo-8 calcium fluorescence; 100% = response to 87 µM carbachol;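 active = activation above its plate's cutoff, the mean activation of test wells on that plate plus 3 SD, cut at about 19% in these data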;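 also: 0% = DMSO alone and 100% = 87 µM carbachol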
#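 Material – zebrafish TRPN1-YFP in HEK293 cells · Doses – 3 µM single point · Schedule – dye 1 h 37 °C plus 30 min RT · Signal – Fluo-8 calcium fluorescence, excitation 470-495 nm, emission 515-575 nm · Read-out – % activation versus carbachol response · Control set – carbachol high, DMSO low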
# TRPML3 agonist: agonists of human TRPML3 channel; Q8TDD5; HEK293 TRPML3-YFP, Fluo-8 calcium fluorescence; 100% = the carbachol control signal; activation, % at 3 µM; 220,000 compounds, 0.29% hits;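 active = activation above its plate's cutoff, the mean activation of the plate's test wells plus 3 SD, cut at about 12% in these data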;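 also: 0% = DMSO only wells and 100% = carbachol wells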
# Target sequence (Q8TDD5 whole entry, looked up): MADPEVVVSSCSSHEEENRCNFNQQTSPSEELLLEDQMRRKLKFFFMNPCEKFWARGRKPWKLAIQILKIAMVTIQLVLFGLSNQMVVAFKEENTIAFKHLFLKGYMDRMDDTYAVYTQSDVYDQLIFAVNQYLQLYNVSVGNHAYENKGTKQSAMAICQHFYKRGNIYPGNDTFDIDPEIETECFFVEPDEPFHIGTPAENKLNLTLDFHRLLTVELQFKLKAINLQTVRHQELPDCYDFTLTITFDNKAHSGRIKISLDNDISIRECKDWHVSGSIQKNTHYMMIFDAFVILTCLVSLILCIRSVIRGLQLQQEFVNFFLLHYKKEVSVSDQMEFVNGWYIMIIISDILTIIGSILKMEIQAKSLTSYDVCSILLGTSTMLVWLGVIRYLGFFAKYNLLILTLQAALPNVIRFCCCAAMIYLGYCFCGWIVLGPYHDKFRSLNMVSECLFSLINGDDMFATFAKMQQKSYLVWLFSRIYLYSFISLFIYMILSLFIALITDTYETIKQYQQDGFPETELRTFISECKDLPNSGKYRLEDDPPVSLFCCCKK
#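 Test system: HEK293 cells stably carrying human TRPML3-YFP; Doses: single dose, 3 µM final nominal compound, 0.3% DMSO final; Schedule: dye loading 1 h 37 °C then 30 min ambient, 125 s read; Technique: Fluo-8 calcium fluorescence; Benchmarks: high control carbachol 87 µM, low control DMSO.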
# Ba/F3 V617F tox: lowers viability of Ba/F3 cells expressing EpoR and JAK2V617F; ATP luminescence; 220,000 compounds, 1.1% hits; inhibition, % at 5.6 µM;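 active = inhibition above the campaign mean plus 3 SD over all tested compounds, cut at about 24% in these data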;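 also: cytokine-independent growth of Ba/F3 cells driven by EpoR plus mutant JAK2; 0% = DMSO-treated cells and 100% = JAK inhibitor I control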
# BaF3 parental: reduces parental Ba/F3 cell viability, JAK2V617F counter-screen; CellTiter-Glo ATP luminescence; AID 1486; 220,000 compounds, 1.1% hits; inhibition, % at 5.6 µM;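 active = inhibition above a per-campaign cutoff, the mean inhibition of all tested compounds plus 3 SD, cut at about 27% in these data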;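 also: 0% = DMSO wells and 100% = JAK Inhibitor I control wells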
# RBBP9 inh: human RBBP9 hydrolase inhibition; O75884; recombinant RBBP9, FP-Rh probe fluorescence polarization; 220,000 compounds, 0.2% hits; inhibition, % at 7.94 µM; AID 1515;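 active = inhibition above the campaign mean of all tested compounds plus 3 SD, cut at about 14% in these data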;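 also: plate controls were DMSO wells with RBBP9 for no effect and wells lacking RBBP9 protein for full effect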
# Target sequence (O75884 whole entry, looked up): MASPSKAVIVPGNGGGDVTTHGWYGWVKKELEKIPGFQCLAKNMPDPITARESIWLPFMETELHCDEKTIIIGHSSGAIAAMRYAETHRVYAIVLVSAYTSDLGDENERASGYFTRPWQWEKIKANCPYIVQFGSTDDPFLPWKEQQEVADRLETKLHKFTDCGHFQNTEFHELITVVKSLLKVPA
#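 system = RBBP9 protein | input = RBBP9 at 2.5 µM in dispensed solution, before mixing | measured by = fluorescence polarization (mP), excitation 525 nm, emission 598 nm | incubation = enzyme-compound preincubation 30 min, then probe labeling 45 min, 25 °C | buffer or medium = Tris-NaCl-Pluronic buffer, pH 8.0 | compound = single dose 7.94 µM | also added = FP-Rh probe, 375 nM dispensing solution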
# TNF death inh: TNF-alpha cell death inhibition in Jurkat FADD-/- cells | Jurkat FADD-/- TNF necroptosis rescue, ATP luminescence, 24 h; 0 = TNF only, 100 = no-TNF cells | activation (protection from cell death), % at 10 µM | 220,000 compounds, 0.068% hits;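 active = activation, meaning protection from cell death, of at least 50% relative to plate controls; inactive = activation below 50%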;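 also: necroptosis triggered by 40 ng/mL TNF-alpha added together with compound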
# Wee1 degr inh: inhibitors of human Wee1 degradation; HeLa Luc-Wee1K328M stability, luciferase luminescence; 100% = proteasome inhibitor MG132 effect; reporter increase, % at 5 µM; 220,000 compounds, 1.2% hits; AID 1321;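 active = activation above the mean of all tested compounds plus 3 SD, set per screening run, cut at about 8.8% in these data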;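 also: cells exposed to compound for 20 h before luminescence read; 0% = DMSO alone and 100% = MG132 at 30 µM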
# CHOP inhibitor: CHOP inhibition in unfolded protein response; 220,000 compounds, 3.8% hits; AID 2732; CHO-K1 CHOP-promoter luciferase, tunicamycin-induced, 15-18 h; inhibition, % at 10 µM;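 active = compounds that reduced the stress-induced luciferase reporter signal by more than about 70% of percent inhibition, limit read from the data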;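 also: 0% = tunicamycin plus vehicle and 100% = wells without tunicamycin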
# Starred values were filed as active, the others as inactive; nt = not tested or not shown.
SMILES,PPC-1+TRAIL kill,zfTRPN1 agonist,TRPML3 agonist,Ba/F3 V617F tox,BaF3 parental,RBBP9 inh,TNF death inh,Wee1 degr inh,CHOP inhibitor
CN(C)CCNC(CC(=O)Nc1ccc(Cl)c(Cl)c1)C(=O)O (centres undefined),nt,-1.1,-0.1,3,5,-4,-1.3,0,nt
Cc1c(N2C(=O)CSC2c2ccc([N+](=O)[O-])cc2)c(=O)n(-c2ccccc2)n1C (centres undefined),1,0.6,0.2,-3,-3,7,4.2,0,-14
CCCOP(=O)(OCCC)C(Nc1cccc(C(F)(F)F)c1)c1ccc(C)cc1 (centres undefined),8,-0.2,-0.2,-3,-2,5,0.5,2,90*
COCCCNC(=O)/C=C/c1cccc(Cl)c1,-15,2.2,0.5,-1,5,-7,-1.7,1,-9
CCCCN(CC)C(=O)Cn1ncc2c1-c1cc(C)ccc1OC2,25,-1.8,-1.1,-1,2,3,-0.2,0,33
Cn1c(SCc2cc(=O)[nH]c3ccccc23)nnc1-c1ccco1,5,0.7,0.3,-3,7,-1,-1.9,-1,-14
CC1CCCCC1NC(=O)COC(=O)Cc1ccc(Br)cc1 (centres undefined),10,-1.9,-0.4,-3,8,-5,1.4,3,16
Cc1onc(-c2c(Cl)cccc2Cl)c1NC(=O)N(C)N,14,1.0,1.2,3,1,-5,-0.1,-3,-8
CN(Cc1cn(C)nc1-c1ccccc1F)CC1CCCCO1 (centres undefined),17,0.9,0.8,2,7,-12,-0.3,6,13
Clc1nc(Cl)nc(-c2cn(-c3ccccc3)c3ccccc23)n1,10,-0.1,0.3,2,1,-6,0.9,1,2
COc1ccc(N=Cc2c(C)[nH][nH]c2=O)cc1,-2,2.2,0.5,1,10,-5,-0.7,-1,12
Cc1[nH]nc2c1C(c1ccc(F)cc1)C1=C(CC(C)(C)CC1=O)N2 (centres undefined),13,-0.9,0.4,-4,3,-3,-3.8,0,19

# The closing 3 records of the part above are carried over, then new ones follow.
SMILES,PPC-1+TRAIL kill,zfTRPN1 agonist,TRPML3 agonist,Ba/F3 V617F tox,BaF3 parental,RBBP9 inh,TNF death inh,Wee1 degr inh,CHOP inhibitor
Clc1nc(Cl)nc(-c2cn(-c3ccccc3)c3ccccc23)n1,10,-0.1,0.3,2,1,-6,0.9,1,2
COc1ccc(N=Cc2c(C)[nH][nH]c2=O)cc1,-2,2.2,0.5,1,10,-5,-0.7,-1,12
Cc1[nH]nc2c1C(c1ccc(F)cc1)C1=C(CC(C)(C)CC1=O)N2 (centres undefined),13,-0.9,0.4,-4,3,-3,-3.8,0,19
COc1ccccc1-n1cnc2cc(C(=O)NCc3ccco3)ccc21,34,1.1,0.3,4,7,-10,-0.4,4,17
COc1ccccc1NC(=O)/C(=C\c1cccs1)NC(=O)c1ccco1,10,1.2,0.8,2,1,-9,-1.0,-1,-16
CCOc1cccc(C2C(C(=O)c3ccco3)=C(O)C(=O)N2Cc2ccncc2)c1 (centres undefined),6,-0.1,-0.4,-1,6,2,-1.9,0,-36
C/C(N)=C(/C#N)C(=O)COC(=O)c1cc(-c2ccc(Br)cc2)nc2ccccc12,27,0.2,0.3,2,9,-4,2.3,-5,48
Cc1cccc(NC(=O)CSc2nnc(CNC(=O)c3ccc(S(=O)(=O)N(C)C)cc3)n2-c2ccccc2)c1,-3,-1.5,0.2,-3,1,-2,3.0,2,55
COc1cc(OC)cc(C(=O)Nc2ccc(CN3CCCCC3)cc2)c1,10,0.9,1.3,3,3,-12,1.1,-2,0
C=CCSc1nc2ccccc2c(=O)[nH]1,15,1.1,0.8,-4,3,-1,-0.2,-1,-9
Cc1cc(/C(N)=N/OC(=O)c2ccc(Cl)cc2)no1,12,-0.7,0.1,0,1,-8,2.0,1,-25
O=C(c1ccccc1-n1cccc1)N1N=C(C(F)F)CC1(O)C(F)F (centres undefined),3,-0.3,0.4,0,4,1,-2.7,2,23
COc1ccc(/C=N/NC(=O)Cn2cc(C(F)(F)F)ccc2=O)cc1,23,0.0,1.6,6,10,4,-0.2,2,-11
C/C(=N\Nc1cccc(C(=O)O)c1)c1ccc2c(c1)Nc1ccccc1S2,-3,1.2,0.4,-2,0,3,-2.4,3,-2
O=[N+]([O-])c1cccc(-c2nc(-c3ccccc3)c(-c3cccs3)[nH]2)c1,13,-1.1,0.4,-2,-2,10,0.2,0,64
CC(=O)Nc1ccc(S(=O)(=O)Nc2ccc(=O)n(Cc3ccc(Cl)c(Cl)c3)c2)cc1,3,1.2,-0.2,-1,7,-2,-0.1,-2,-8
O=C(Cn1c(=S)[nH]c2ccccc2c1=O)NCCc1ccccc1,5,-0.6,0.9,5,7,-1,2.6,9.5*,8
COC(=O)c1ccccc1NC(=O)CSc1n[nH]c(C)n1,-16,1.3,-0.1,2,1,-13,0.9,0,36
Cc1cc2cccc(C)c2nc1SCC(=O)NCC1CCCO1 (centres undefined),-1,-0.8,1.1,3,10,8,0.6,-4,12
O=c1c(Cc2ccc(F)cc2)c(O)ccn1CCc1ccccn1,-5,0.1,0.2,-2,4,-8,0.7,5,-1
O=[N+]([O-])c1ccc(O)c(/C=N/NC2=NS(=O)(=O)c3ccccc32)c1,22,-0.1,0.1,-5,-1,-2,-0.3,-3,-11
Cc1ccccc1NC(=S)NC1CCN(Cc2ccccc2)CC1,1,0.7,0.2,-4,3,-1,-1.3,6,6
CCOC(=O)CSc1nc(C)c(Oc2ccc(Cl)cc2Cl)c(=O)[nH]1,4,-0.2,0.1,-1,1,-5,1.7,4,10
CCc1c(C)sc(NC(=O)OC)c1C(=O)N1CCOCC1,3,-0.2,1.0,1,-1,-6,1.0,4,5
O=C(Nc1cc(Cl)ccc1Oc1ccccc1)c1ccc(F)cc1,19,-1.5,-0.4,-2,-1,-3,0.1,-2,43
O=C(Nc1ccc(Br)c(Cl)c1)C1CC1,14,6.7,1.6,-4,2,9,-1.3,-1,10
COc1cc(C2C=C(c3cccs3)Nc3ncnn32)cc(OC)c1OC (centres undefined),4,2.4,1.5,4,6,3,1.1,-2,-3
O=C(Nc1cccc(C(F)(F)F)c1)c1ccc2nc(-c3ccco3)c(-c3ccco3)nc2c1,12,-0.2,0.5,3,49*,-17,-6.1,-3,-79
CCCCNC(=O)COC(=O)c1cc(Br)ccc1Cl,8,-0.9,-0.3,-3,2,-8,1.2,2,5
COc1cccc(-c2cc(=O)c3cc(NC(=O)c4ccc(N(C)C)cc4)ccc3[nH]2)c1,39,1.4,0.0,91*,97*,-14,-19,2,-87
CN(C)C(=O)c1cc(-c2ccccc2)no1,16,1.7,-0.2,2,5,-5,-0.3,-3,-12
CCN(CC(=O)NC1CCCC1)S(=O)(=O)c1ccc(C)cc1,1,-1.7,0.5,-3,0,-1,-1.3,-1,27
O=C(NCCCN1CCOCC1)c1cc(-c2ccc3c(c2)OCO3)nc2ccccc12,8,2.5,0.6,3,14,-8,-2.2,11*,22
N#CCC(CNc1ncc(C(F)(F)F)cc1Cl)OC(=O)c1c(F)cccc1F (centres undefined),nt,-1.8,-0.3,3,7,-1,2.1,0,nt
Cc1ccc(SCc2nc(-c3ccccn3)no2)cc1,-20,-1.1,-1.5,-1,0,-6,-0.9,3,-47
CC1CCCCN1Cc1c(O)ccc2c(=O)c(-c3nc4ccccc4s3)c(N)oc12 (centres undefined),27,1.6,0.6,1,7,-7,3.8,-1,12
CCCCNC(=S)N/N=C1\C(=O)c2cccc3cccc1c23,43,-0.1,-0.2,-4,2,-11,-0.6,0,-15
COc1cc(CC(=O)Nc2sccc2C(N)=O)cc(OC)c1OC,13,0.6,0.2,5,6,-9,-2.6,0,-28
CCCCCCC(=O)c1c(C)[nH]c(C(=O)OCC)c1C,8,-0.9,-0.3,0,41*,-3,-0.9,4,34
CCOC(=O)c1cn(CC)c2ccc(S(=O)(=O)N3CC(C)CC(C)C3)cc2c1=O (centres undefined),nt,0.3,-0.2,-4,-1,2,-0.9,-1,-16
CS(=O)(=O)Nc1ccc(C(=O)NC2CC3CCC2C3)cc1 (centres undefined),19,0.4,0.9,-4,0,2,0.4,-4,0
O=C(NCc1ccccn1)c1ccc(Cn2cc(C(F)(F)F)ccc2=O)cc1,-5,-0.9,-0.3,-4,-1,4,-0.8,2,12
CCCc1ccc(OCc2ccccc2)c2c(=O)cc(C(=O)OCC)oc12,-6,0.3,0.5,-1,-2,-4,2.1,-2,3
CN(C)NC(=O)c1cccc(Cl)c1,9,1.3,0.5,0,1,-13,0.4,-3,-25
CCOC(=O)c1cn2cccnc2n1,-11,-0.8,0.8,3,8,-2,0.5,-2,24
C=CCN1C(=NC(=O)CC)SC2CS(=O)(=O)CC21 (centres undefined),-34,1.1,1.2,1,5,-9,-0.5,-1,-17
COC(=O)CCn1c(C)cc(C(=O)COc2ccccc2C(N)=O)c1C,16,13,6.2,1,5,-5,-9.2,0,45
O=C(NCCCn1ccnc1)C(=O)NCC1OCCN1S(=O)(=O)c1ccc2c(c1)OCCO2 (centres undefined),-2,1.2,0.1,-5,2,9,0.4,1,-25
Cc1cc(NC(=O)C2C3C(=O)N(Cc4ccc(Cl)cc4)C(C(=O)NC(C)(C)C)C34C=CC2(C)O4)no1 (centres undefined),17,0.8,0.3,-3,0,-11,-0.8,-1,9
CS(=O)(=O)N(CC(=O)NCc1ccc(Cl)cc1)C1CCCCC1,26,-0.1,0.8,1,-1,-8,3.2,2,5
O=C(c1ccco1)N1CCN(c2nc3ccsc3c(=O)s2)CC1,5,2.0,0.2,0,6,4,-1.7,0,29
CCOCc1nnc(NC(=O)C2c3ccccc3Oc3ccccc32)s1,-16,16,6.8,-4,2,13,1.0,-1,14
COc1ccc(C2=NN(CN3C(=O)C(=O)c4ccccc43)C(c3ccc(C)cc3)C2)cc1 (centres undefined),28,0.9,1.2,-1,9,-10,-2.8,1,27
COc1ccc(/C(O)=C2/C(=O)C(=O)N(c3ncccn3)C2c2ccc(OC)cc2)cc1 (centres undefined),-8,0.5,0.3,2,5,-9,-0.3,-1,-16
COC(=O)c1ccc(CNC(=O)CSc2nc3sc(C)c(C)c3c(=O)n2C)o1,10,-0.1,-0.8,-3,0,-1,-1.2,0,30
CC1CCC(=NNc2ccc(C(F)(F)F)cc2[N+](=O)[O-])CC1 (centres undefined),15,0.5,-0.2,6,10,-7,0.7,-1,26
